TRHR agonist: agonists of human TRH receptor. P34981. TRHR cells, calcium flux fluo-8, FDSS agonist mode. activation, % at 2 µM. hit rate 0.18% among 360,000. AID 493084; also: 0% is about no effect
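In this calcium-flux screen, cells bearing human TRHR are dye-loaded with fluo-8, baselined for 10 cycles, then exposed to library compounds; positive kinetic calcium responses during the agonist phase mark hits, with TRH as control.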
TRHR PAM: TRH receptor (human) allosteric enhancement; enhancement, % at 2 µM; hit rate 0.66% among 360,000; TRHR cells, fluo-8 calcium fluorescence, EC20 TRH enhancement; P34981; AID 493056; in the data active = enhancement above about 30%; also: 0% is about no effect
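TRHR-expressing cells loaded with fluo-8 calcium dye were read kinetically (ex 480/em 530) during compound addition, then stimulated with an EC20 of TRH (10 nM final). Enhancement of the Gq-mediated intracellular calcium response was scored.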
D1 ag: agonists of human D1 dopamine receptor. hit rate 1% among 360,000. activation, % at 2 µM. P21728. HEK293 T-REx D1 cells, calcium flux, agonist mode; also: 0% is about no effect
Target sequence (P21728 whole entry, looked up): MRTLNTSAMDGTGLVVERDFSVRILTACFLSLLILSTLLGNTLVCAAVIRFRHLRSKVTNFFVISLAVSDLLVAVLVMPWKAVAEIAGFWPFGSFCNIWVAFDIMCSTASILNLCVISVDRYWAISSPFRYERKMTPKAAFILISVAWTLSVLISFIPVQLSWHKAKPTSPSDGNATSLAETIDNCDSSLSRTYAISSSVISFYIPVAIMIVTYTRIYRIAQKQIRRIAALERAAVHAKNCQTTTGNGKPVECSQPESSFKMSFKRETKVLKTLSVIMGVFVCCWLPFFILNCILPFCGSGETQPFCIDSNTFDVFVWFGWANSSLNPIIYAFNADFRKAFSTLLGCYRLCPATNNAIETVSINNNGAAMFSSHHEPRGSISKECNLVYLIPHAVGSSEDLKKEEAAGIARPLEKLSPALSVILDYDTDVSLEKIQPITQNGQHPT
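Agonism was scored from calcium flux recorded over 180 s (1 read/s) after pintool compound addition, following a 10-cycle baseline. Cells were inducible force-coupled HEK293 TREx D1, plated overnight at 30 C and loaded with no-wash calcium dye.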
RXFP1 antagonist: antagonists of human relaxin receptor RXFP1 | activity change, negative = inhibition, % at 57.5 µM | Q9HBX9 | AID 1259400 | hit rate 0.59% among 350,000 | HEK293-RXFP1, relaxin-stimulated cAMP HTRF, 30 min; active compounds read low;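 active = activity change of -60% or lower, but not beyond a set lower limit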; also: % is scaled to controls: 0 for no effect and ±100 for the full control effect
D1 antag: blocks dopamine activation of the human D1 receptor; P21728; HEK293 TREx D1 cells, calcium flux, dopamine EC80; active compounds read low; activity change, negative = inhibition, % at 10 µM; hit rate 3.2% among 360,000; in the data active = activity change below about -30%; also: % is scaled to controls: 0 for no effect and ±100 for the full control effect
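Cells carrying a force-coupled, tetracycline-inducible human D1 receptor report calcium flux. Each well gets a 10 s baseline, compound with 180 s monitoring, then an EC80 dopamine stimulus with a second 180 s kinetic read.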
D2 antagonist: D2 dopamine receptor (human) antagonism; P14416; HEK293 TREx D2 cells, calcium flux, dopamine EC80; inhibition, % at 10 µM; hit rate 2% among 340,000; AID 485344; in the data active = inhibition above about 30%; also: 0% is about no effect
Target sequence (P14416 whole entry, looked up): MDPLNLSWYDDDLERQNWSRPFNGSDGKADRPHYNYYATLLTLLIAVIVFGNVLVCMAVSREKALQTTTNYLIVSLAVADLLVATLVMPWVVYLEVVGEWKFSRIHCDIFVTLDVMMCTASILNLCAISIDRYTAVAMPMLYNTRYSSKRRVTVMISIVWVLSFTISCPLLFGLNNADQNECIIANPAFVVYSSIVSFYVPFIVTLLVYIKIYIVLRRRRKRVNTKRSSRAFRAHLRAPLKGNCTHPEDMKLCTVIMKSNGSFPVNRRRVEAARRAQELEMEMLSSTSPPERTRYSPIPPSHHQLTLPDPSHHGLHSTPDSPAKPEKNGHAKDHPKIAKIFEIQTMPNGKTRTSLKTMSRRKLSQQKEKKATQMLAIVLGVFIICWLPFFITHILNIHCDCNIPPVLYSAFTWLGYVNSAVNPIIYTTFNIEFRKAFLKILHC
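HEK293 T-REx D2 cells, tet-induced, calcium dye no-wash. Cpd pintool add, 180 s kinetic, then EC80 DA, 180 s kinetic. Ca flux read.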
D1 potentiator: enhances dopamine response at the human D1 receptor; potentiation, % at 10 µM; hit rate 0.036% among 360,000; HEK293 TREx D1 cells, calcium flux, dopamine EC20 potentiation; AID 504651; in the data active = potentiation above about 30%; also: 0% is about no effect
D2 agonist: D2 dopamine receptor (human) agonism; HEK293 T-REx D2 cells, calcium flux agonist mode; P14416; activation, % at 2 µM; hit rate 0.53% among 340,000;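 active = activation over 3 SD above normal in the single-dose calcium agonist read, cut at about 30% in these data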; also: 0% is about no effect
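HEK293 Trex D2 cells, tetracycline-induced, o/n 30 C 5% CO2; no-wash Ca dye, RT 30–90 min; 10-cycle baseline, 23 nl cpd added, kinetic Ca read 180 s; agonist hits = positive Ca response.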
D2 PAM: positively modulates the human D2 dopamine receptor allosterically; P14416; potentiation, % at 10 µM; hit rate 0.34% among 340,000; AID 485347; HEK293 T-REx D2, calcium flux, EC20 dopamine potentiation;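 active = potentiation over 3 SD above the plate norm, cut at about 30% in these data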; also: 0% is about no effect
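Calcium flux readout, no-wash dye, 1 read/s. Inducible HEK293 Trex D2 line, overnight 30 C. Compound alone 180 s (agonist flags), then EC20 dopamine, another 180 s to score potentiation.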
An asterisk follows results filed as active; · = no result given; & = joins results of further samples. Rule as the data show it, unless noted: active = activation above about 30%; inactive = the rest.

SMILES	TRHR agonist	TRHR PAM	D1 ag	RXFP1 antagonist	D1 antag	D2 antagonist	D1 potentiator	D2 agonist	D2 PAM
CCc1ccc(NC(=O)Cn2c(=O)n(CCCC(=O)NCc3ccc4c(c3)OCO4)c(=O)c3ccccc32)cc1	0.7	11	1	·	11	·	1	0.4	20
CCc1ccc(CN(C)C(=O)CCc2nnc(CCc3cccc(OC)c3)o2)nc1	-1.2	16	6	3	4	·	-1	·	·
CC(=O)Nc1ccc(S(=O)(=O)N2CCC(C(=O)Nc3nccs3)CC2)cc1	0.6	-7	0	-2	-39*	·	-5	·	·
CN1/C(=C\C=Nc2cc(S(=O)(=O)N3CCOCC3)ccc2N2CCOCC2)C(C)(C)c2ccccc21	-0.6	1	2	-25	-19	14	0	-0.2	-10
NC(=O)C1CCN(CC(=O)Nc2ccccc2C(=O)NC2CC2)CC1	1.0	5	0	-9	3	2	4	0.2	3
O=[N+]([O-])c1ccc(Sc2n[nH]c(-c3ccco3)n2)nc1	0.1	3	5	2	-7	-13	3	0.4	1
O=C(COc1ccc(Cl)cc1)OCc1cc(=O)n2nc(-c3cccs3)sc2n1	0.0	-1	4	·	-5	·	-2	0.5	·
COCCn1c(C)cc(O)c(C(c2ccc(F)cc2)N2CCN(c3ccccc3)CC2)c1=O (centres undefined)	0.5	-1	0	2	1	·	1	18	6
O=c1[nH]c(C2C3CC4CC(C3)CC2C4)nc2ccccc12 (centres undefined)	0.0	-7	0	-2	5	0	1	0.0	-3
O=C(/C=C/c1cccc([N+](=O)[O-])c1)N1CCN(Cc2ccc3c(c2)OCO3)CC1	-1.5	-5	2	2	-34*	25	-9	0.0	1

Entries of single compounds, quoted from the list:
Profile of O=[N+]([O-])c1ccc(Sc2n[nH]c(-c3ccco3)n2)nc1 : TRHR agonist: 0.1; TRHR PAM: 3; D1 ag: 5; RXFP1 antagonist: 2; D1 antag: -7; D2 antagonist: -13; D1 potentiator: 3; D2 agonist: 0.4; D2 PAM: 1
Profile of NC(=O)C1CCN(CC(=O)Nc2ccccc2C(=O)NC2CC2)CC1 : TRHR agonist: 1.0; TRHR PAM: 5; D1 ag: 0; RXFP1 antagonist: -9; D1 antag: 3; D2 antagonist: 2; D1 potentiator: 4; D2 agonist: 0.2; D2 PAM: 3

(cont.)
SMILES	TRHR agonist	TRHR PAM	D1 ag	RXFP1 antagonist	D1 antag	D2 antagonist	D1 potentiator	D2 agonist	D2 PAM
COc1ccc(C(=O)CC(=O)C(=O)Nc2cc(OC)c(OC)c(OC)c2)cc1	1.2	2	0	12	-3	12	2	0.7	9
CCOC(=O)C(NS(=O)(=O)c1ccc(C)cc1)(C(F)(F)F)P(=O)(OCC(C)C)OCC(C)C (centres undefined)	-0.4	1	-2	-10	-21	-3	-1	-1.0	8
CC(NC(=O)CCSc1nc(-c2ccco2)cc(C(F)(F)F)n1)c1ccccc1 (centres undefined)	-0.1	2	2	-4	-2	0	-3	0.4	-4
O=C(NCc1cccnc1)C1CCN(Cc2cc3ccccc3n2Cc2ccccc2)CC1	0.3	6	12	0	-5	·	1	1.5	6
CCOCCCNC(=O)c1ccccc1OC1CCN(S(C)(=O)=O)CC1	1.1	12	1	8	12	-13	2	0.8	0
CCOC(=O)C1=C(CN2CCN(c3cccc(OC)c3)CC2)NC(=O)NC1c1ccc(OC)cc1 (centres undefined)	-0.5	-3	-1	0	17	·	4	2.6	-15
CCOc1ccccc1NC(=O)CN(C)S(=O)(=O)c1ccc2nc(C)sc2c1	-1.7	1	-3	-7	-11	·	-2	1.4	-3
CCc1ccc(C2CC(c3ccc(Cl)cc3)n3nc(N)nc3N2)cc1 (centres undefined)	0.1	10	1	7	3	-5	-4	0.4	-10
O=C(Nc1cccs1)Nc1c(F)cc(F)cc1Br	0.7	-5	7	5	-14	-7	0	-0.8	13
Cc1ccc(S(=O)(=O)NCc2ccc(C(=O)N3CCCC3)cc2)cc1	0.1	-6	2	-6	14	0	7	0.7	-3
CCOC(=O)/C(C#N)=C/c1ccc(OCC(=O)Nc2ccc(OC)cc2)c(OC)c1	-0.1	0	5	-5	-25	4	-3	-1.0	-7
CS(=O)(=O)Nc1cccc(C(=O)CC2(O)C(=O)Nc3ccc(Br)cc32)c1 (centres undefined)	-0.5&0.1	13&3	2&-1	-9	-17&1	-10&9	-10&2	-0.2&0.5	-2&-2
COc1cccc2c(=O)c(C(=O)NCc3cccs3)c[nH]c12	0.2	0	4	-3	-7	5	-2	0.9	1
ClC1=C(Cl)C(Cl)=C(Cl)C1=C/C=C/c1ccccc1	0.7	2	0	14	9	6	4	0.6	-2
CCCc1cc(C(=O)N2CCCC(Cc3ccccc3C)(C(=O)OCC)C2)no1 (centres undefined)	-0.3	-2	8	-20	-4	6	-2	1.1	-7
CCOc1ccc(C(=S)NC2CCCCC2)cc1	0.1	1	-1	4	-5	9	4	-0.4	2
CCc1ccc(OCC(=O)N(C)CCC#N)c(Br)c1	-0.1	-8	1	24	-23	8	-6	0.2	-4
Cc1ccc(NC(=O)CCc2nnc3ccc(NCc4ccco4)nn23)cc1	-0.2	2	4	12	-9	-2	-2	0.2	-4
CCCCN(C(=O)c1ccc(Br)o1)C1CCS(=O)(=O)C1 (centres undefined)	-0.5	-5	-1	-6	16	15	-1	1.2	-4
COc1ccc(N2CC(C(=O)OCC(=O)c3ccccc3)CC2=O)cc1 (centres undefined)	0.0	-5	1	1	4	3	-5	2.4	-8
CCOC(=O)c1ccccc1NC(=O)CSC(C)C(=O)Nc1cc(C)on1 (centres undefined)	-0.2	-1	1	-1	-21	-1	-8	-1.7	12
CC(C)(C)NC(=O)COC(=O)c1ccc(S(=O)(=O)N2CCCCCC2)cc1	0.1	1	7	-10	-9	-1	-1	-0.3	9
c1ccc(-n2ncc3c(NCCN4CCOCC4)ncnc32)cc1	0.2	33*	1	-4	-1	5	7	-0.1	-8
Cc1ccc(CNC(=O)CCS(=O)(=O)c2cc(Br)cc3c2N(C(=O)C2CC2)CC3)cc1	-0.3	-2	4	9	-2	·	4	-0.2	-3
Cc1ccc(C)c(Nc2cc(C(=O)NCc3cccnc3)c3ccccc3n2)c1	-0.1	14	0	-7	-13	8	-10	-0.5	-13
O=C(CCc1nc2ccccc2c(=O)[nH]1)NC1CCN(Cc2ccccc2)CC1	0.9	5	0	-1	-4	-1	2	0.8	-10
Cn1c(SCc2nc3ccccc3[nH]2)nnc1-c1cccs1	-1.0	-4	-1	6	4	3	2	0.6	3
CCN(CC)S(=O)(=O)c1ccc(/C=C/C(=O)OCC(=O)Nc2cccc3ccccc23)cc1	-0.5	-5	3	12	-23	-8	0	0.2	0
COc1cccc(-c2cc(C(F)(F)F)n3nc(-c4ccc(C)cc4)cc3n2)c1	-0.8	22	-2	·	1	·	-5	-0.3	12
O=C(NNC(=O)c1c(F)cccc1F)c1ccccc1-n1cccc1	0.5	-1	2	-6	1	18	-3	2.3	2
NC(N)=N/N=C/c1ccc(OCc2ccccc2)cc1	0.7	2	2	-12	49	-10	-16	2.0	11
O=C(c1cccc(C(=O)N2CCc3ccccc32)n1)N1CCc2ccccc21	0.4	3	3	-24	4	12	-1	-0.7	5
CCCCNC(=O)CNC(=O)c1nn(-c2ccc(OC)cc2OC)c(=O)c2ccccc12	0.6	-4	0	13	-7	-8	2	0.3	4
Cc1ccc(NC(=O)CN2CCN(C3CCCCC3)C(=O)C2=O)cc1	0.2	5	0	·	6	·	0	1.6	-2
Cc1ccc(-c2csc(=Nc3ccccc3)n2Cc2ccc3c(c2)OCO3)cc1	0.6	-6	0	·	11	·	-2	0.5	4
Cc1c(NC(=O)c2cccc(S(=O)(=O)N3CCOCC3)c2)c(=O)n(-c2ccccc2)n1C	-0.6	-1	4	-9	-23	8	-4	0.4	19
CN(C)S(=O)(=O)c1ccc(NC(=O)COc2cccc3c2OC(C)(C)C3)cc1	-0.7	0	3	-14	-12	-34	1	-0.5	1
CC(=O)Oc1ccccc1-c1nc(/C=C/c2ccccc2)no1	0.6	7	6	-21	2	27	-2	1.6	-19
Cc1cc(C)c(NS(=O)(=O)c2ccc(Cl)c(C(=O)O)c2)c(C)c1	0.1	25	0	16	8	-14	5	-1.5	1
NC(=S)NN=C1C2CC3CC(C2)CC1C3	0.6	-5	1	3	0	-8	-3	1.8	-5
O=S(=O)(c1ccc(C2CCCCC2)cc1)N1CCN(c2ncccn2)CC1	0.3	-6	5	-3	-2	-25	-4	-0.2	3
CC1CCC2(CC1)NC(=O)N(CC(=O)Nc1cccnc1Cl)C2=O (centres undefined)	1.2	1	0	-1	18	-15	4	0.6	1
Cc1ccc(C)c(NC(=O)C(Sc2nnc(-c3cccs3)o2)c2ccccc2)c1 (centres undefined)	-0.1	-5	12	15	8	-14	1	0.0	-2
Cc1cc2nn(-c3ccccc3)nc2cc1NC(=O)Cc1ccc(Cl)cc1	1.4	5	-2	-15	3	·	-3	·	6
CCc1nn(-c2ccccc2)c2c1-c1cc(OC)c(OC)cc1C1(N2)C(=O)Nc2ccccc21 (centres undefined)	0.2	-8	0	·	7	-9	2	0.3	2
Cc1[nH]c2ccc(C(=O)NCCN3CCCCCC3)cc2c1C	0.1	3	1	-5	-9	9	-2	0.2	-18
CCN(CC)S(=O)(=O)c1cc(C(=O)N(C)CC(=O)Nc2ccc(Cl)cc2)ccc1Cl	0.9	3	5	0	-33*	-23	-4	-0.1	-24
O=C(OCC(=O)N(CCc1ccccc1)Cc1ccccc1)c1ccccc1NCCO	0.3	-12	3	-8	-17	·	-7	·	·
COC(=O)c1cc(/C=C/c2ccccc2)on1	-0.4	-3	1	7	1	-2	-2	0.0	-11
Cc1nnc2ccc(-c3ccc(NC(=O)Cc4cccs4)cc3)nn12	-0.1	-2	1	-6	-1	12	3	-0.5	1
Remaining list, next part:
SMILES	TRHR agonist	TRHR PAM	D1 ag	RXFP1 antagonist	D1 antag	D2 antagonist	D1 potentiator	D2 agonist	D2 PAM
S=C(Nc1ccc2nc(-c3ccccn3)c(-c3ccccn3)nc2c1)N1CCOCC1	2.0	3	11	8	3	-3	-3	1.8	-7
CC(NCC(O)COCc1ccc(Cl)cc1)c1ccccc1 (centres undefined)	0.3	-2	12	-17	-20	-19	-8	-0.5	·
COc1cc(-c2nnc(SCC(=O)OC3CCCCC3)o2)cc(OC)c1OC	-1.2	-1	0	-2	-5	-5	-3	-0.8	15
CCN(CC)S(=O)(=O)c1ccc(C(=O)N2CCN(CCN3C(=O)c4cccc5cccc(c45)C3=O)CC2)cc1	-0.5	19	2	·	5	1	3	1.3	6
CCCNc1nc(NCc2ccccc2OC)c2cnn(C)c2n1	-0.5	1	-2	-11	-5	·	1	-1.8	-3
O=C(CN1C(=O)c2ccccc2C1=O)Nc1ccc2c(c1)OCO2	0.0	-1	2	-1	-8	-22	-2	0.2	0
CCC(=O)Nc1ccc2c(c1)nc1n2CCN(C2CCCCC2)C1	0.3	9	0	-7	0	0	-2	0.4	13
Nc1cnn(Cc2ccc(F)cc2)c1	0.0	-3	3	3	-1	2	-1	-0.3	-1

Some of the entries so far, bar-delimited.
compound | TRHR agonist | TRHR PAM | D1 ag | RXFP1 antagonist | D1 antag | D2 antagonist | D1 potentiator | D2 agonist | D2 PAM
NC(N)=N/N=C/c1ccc(OCc2ccccc2)cc1 | 0.7 | 2 | 2 | -12 | 49 | -10 | -16 | 2.0 | 11
O=C(c1cccc(C(=O)N2CCc3ccccc32)n1)N1CCc2ccccc21 | 0.4 | 3 | 3 | -24 | 4 | 12 | -1 | -0.7 | 5

Screening data (PubChem BioAssay)
